From PubChem
ABHD4 inh: inhibits mouse alpha/beta hydrolase domain 4; Q8VD66; purified mABHD4, FP-Rh probe fluorescence polarization; inhibition, % at 8.92 µM; 370,000 compounds, 0.54% hits;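 active = inhibition exceeding the mean over every tested compound plus 3 SD, cut at about 30% in these data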;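 also: 0% = plate median of compound wells and 100% = S159A mutant with DMSO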
Target sequence (Q8VD66 whole entry, looked up, the tested form may be a part): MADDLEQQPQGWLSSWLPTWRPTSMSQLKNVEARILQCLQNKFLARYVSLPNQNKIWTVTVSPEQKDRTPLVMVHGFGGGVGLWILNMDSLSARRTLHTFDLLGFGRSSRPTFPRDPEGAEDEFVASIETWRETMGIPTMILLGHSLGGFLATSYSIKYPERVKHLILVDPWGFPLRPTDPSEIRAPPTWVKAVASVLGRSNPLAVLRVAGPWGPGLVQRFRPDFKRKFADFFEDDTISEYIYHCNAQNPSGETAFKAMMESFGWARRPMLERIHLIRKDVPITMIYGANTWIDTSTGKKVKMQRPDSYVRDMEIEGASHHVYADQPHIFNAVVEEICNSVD
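Assay system: wild-type mouse ABHD4 protein; compound: single nominal dose of 8.92 µM, 0.89% DMSO final; schedule: 45 min + 60 min at 25 °C; measured by: FP readout, ex 525 nm / em 598 nm; evaluation: % inhibition of FP-Rh probe binding versus controls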
PRMT1 FP inh: blocks human protein arginine methyltransferase 1 | Q99873 | recombinant PRMT1, activity-based probe fluorescence polarization | inhibition, % at 2.79 µM | 370,000 compounds, 1.3% hits | AID 652257;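 active = inhibition above about 21% made by adding two undisclosed values, limit read from the data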
HTRA1 inhibitor: inhibitors of human serine peptidase HTRA1 | Q92743 | recombinant HTRA1, FP-rhodamine activity-based probe, fluorescence polarization | inhibition, % at 5.96 µM | 340,000 compounds, 0.5% hits | AID 504803; in the data active = inhibition above about 36%;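 also: 0% = enzyme with DMSO and 100% = wells lacking enzyme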
LEDGF integ inh: blocks HIV-1 LEDGF/p75-dependent DNA integration; TR-FRET IN-LEDGF/p75 DNA integration, Eu/Cy5; 370,000 compounds, 0.64% hits; inhibition, % at 3.7 µM;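 active = inhibition above the screen-wide mean plus 3 SD, cut at about 13% in these data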;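 also: signal is the Cy5 over europium emission ratio at 671 and 618 nm; 0% = plate median of compound wells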
Rev-erbA mod: Rev-erb alpha (human) modulation. Rev-erbα–FITC-DNA binding, fluorescence polarization, 90 min. activity, % at 10 µM. 370,000 compounds, 0.79% hits;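 active = activity above about 14%, limit read from the data; passing the limit was not always enough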;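 also: 0% = DMSO wells with 35 nM protein and 100% = DMSO wells with 750 nM protein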
Target sequence (P20393 whole entry, looked up): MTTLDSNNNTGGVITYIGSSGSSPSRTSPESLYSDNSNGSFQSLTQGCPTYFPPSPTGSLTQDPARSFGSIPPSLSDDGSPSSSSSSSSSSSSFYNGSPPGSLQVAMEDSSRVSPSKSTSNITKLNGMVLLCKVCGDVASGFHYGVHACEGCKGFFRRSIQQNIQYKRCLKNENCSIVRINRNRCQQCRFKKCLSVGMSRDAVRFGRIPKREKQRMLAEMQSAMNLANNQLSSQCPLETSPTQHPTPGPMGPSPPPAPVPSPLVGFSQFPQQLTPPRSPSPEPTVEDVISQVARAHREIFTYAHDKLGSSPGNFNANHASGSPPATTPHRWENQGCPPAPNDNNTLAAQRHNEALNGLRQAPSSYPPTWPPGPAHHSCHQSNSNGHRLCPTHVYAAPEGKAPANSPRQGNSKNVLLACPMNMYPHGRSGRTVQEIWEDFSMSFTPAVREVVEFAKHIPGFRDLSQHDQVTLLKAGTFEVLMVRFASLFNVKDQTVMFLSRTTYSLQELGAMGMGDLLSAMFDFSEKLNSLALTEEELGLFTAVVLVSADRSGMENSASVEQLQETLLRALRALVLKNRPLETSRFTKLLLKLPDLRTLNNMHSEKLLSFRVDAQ
TCR CD3 inh: blocks the human TCR-CD3 interaction | TAMRA-labeled TCR probe fluorescence, biochemical | inhibition, % at 9.4 µM | 360,000 compounds, 0.37% hits | AID 651800; in the data active = inhibition above about 19%;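 also: recombinant mutant TCR 2C K166C tagged with TAMRA read by polarization; 0% = receptor in buffer alone and 100% = receptor with positive control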
PG9 Ab binder: binds the HIV-1 gp120 antibody PG9. TR-FRET gp120-PG9 antibody binding. AID 624416. 360,000 compounds, 0.43% hits. inhibition, % at 6.7 µM; in the data active = inhibition above about 8.5%
rCAG RNA binder: r(CAG) repeat RNA binding | 370,000 compounds, 1.3% hits | AID 651821 | TO-PRO-1 dye displacement fluorescence | inhibition, % at 3 µM;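 active = inhibition above the plate cutoff, the mean of all test compounds on that plate plus 3 SD, cut at about 35% in these data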;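 also: 0% = DMSO alone and 100% = 100 µM mitoxantrone as full dye displacement; higher means more dye released from RNA so lower well fluorescence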
UHRF1 binding: human UHRF1 methylated DNA binding inhibitors | 370,000 compounds, 0.75% hits | AID 687016 | inhibition, % at 4.4 µM | UHRF1 binding to methylated oligo, TR-FRET | Q96T88; in the data active = inhibition above about 21%;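 also: UHRF1 SRA domain binding a hemimethylated CpG hairpin DNA probe; 0% = median of test compound wells and 100% = reference inhibitor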
MBD2 inh: MBD2-methylated oligo binding inhibition | AID 686964 | 370,000 compounds, 0.31% hits | Q9UBB5 | TR-FRET, MBD2 binding to methylated oligonucleotide | inhibition, % at 4.4 µM; in the data active = inhibition above about 13%
An asterisk follows results filed as active; . = no result given. Some of the compounds tested; the hit share may differ from the screen's.

Structure	ABHD4 inh	PRMT1 FP inh	HTRA1 inhibitor	LEDGF integ inh	Rev-erbA mod	TCR CD3 inh	PG9 Ab binder	rCAG RNA binder	UHRF1 binding	MBD2 inh
O=C(CCCOc1ccccc1)Nc1cccc(S(=O)(=O)N2CCCCC2)c1	-5	3	-22	0	-2	-1	1.4	3	1	9
COc1cc(/C=N/NC(=O)c2cc(C)oc2C)ccc1OCc1ccccc1	0	2	-3	84*	-2	-5	0.5	2	-2	-2
O=c1oc2ccccc2c(O)c1C=NCc1ccccn1	-10	-2	2	1	7	2	0.1	2	2	3
S=C(NCCc1ccccc1)N1CCCCC1	-4	-1	9	4	4	5	-1.4	-4	-3	2
CC1CCC2(CC1)NC(=O)N(NC(=O)c1cc3ccccc3o1)C2=O (configuration not stated)	7	0	5	-2	-1	0	2.3	3	1	-4
COc1ccc(C(=O)Nn2c(C)nc3ccccc3c2=O)cc1[N+](=O)[O-]	-3	-2	-3	-1	-1	1	0.4	2	0	-4
COc1ccc(S(=O)(=O)N2CCCC2)c(C)c1C	-1	-2	11	3	2	0	-2.3	-3	-2	6
O=C(Nc1ccccn1)c1ccc(Br)c(S(=O)(=O)N2CCCCC2)c1	4	-3	4	-2	5	2	-0.9	-4	-1	2
Cc1ccc(-n2c(N)c(C#N)c(-c3ccc(Cl)cc3)c(C#N)c2=O)cc1	-14	2	-12	1	49*	-4	0.1	13	2	9
COc1ccc(NC(=O)c2c(-c3c(Cl)cccc3Cl)noc2C)cn1	0	0	-3	-5	-3	0	-2.1	-5	4	0
Cc1nnc(SCCN2CCOCC2)n1C	18	4	7	2	0	1	-1.5	-2	2	-7
COC(=O)[C@H]1C[C@@]2(Oc3ccc(Br)cc3)c3ccccc3N(C(=O)OC(C)(C)C)[C@H]2N1C(=O)OC(C)(C)C	-11	3	.	3	2	.	.	1	-3	-3
O=C(O)C1CCCCC1C(=O)Nc1nc(-c2cccs2)cs1 (configuration not stated)	3	3	-2	-1	-2	7	-3.2	14	2	-4
COc1ccc2c(c1)cc(C(=O)N[C@H](C(=O)N1CCC[C@H]1C(=O)O)C(C)C)n2C	1	-1	0	2	0	-2	2.6	2	1	-4
COc1ccc(N2CCN(CCCNC(=O)COc3ccc(F)cc3)CC2)cc1	3	3	.	-1	-2	.	.	0	0	-4
Cc1ccc(C(=O)OCC(=O)N(Cc2ccccc2)C(C)C)cc1C	14	0	-4	-4	7	-7	0.5	-2	2	6
Cc1ccc(N(Cc2cc3ccccc3[nH]c2=O)C(=O)c2cccs2)cc1	-3	-1	0	2	-2	-10	-1.8	1	11	3
Cc1ccc(Nc2nc3c([nH]2)c(=O)[nH]c(=O)n3C)cc1	0	-3	1	45*	0	-1	-7.0	7	-2	2
COc1ccc(Nc2cc(Nc3ccccc3)ncn2)cc1	3	-5	1	4	1	-2	-1.6	-5	1	3
CCc1ccc(OCCCC(=O)O)c(Br)c1	-6	-2	-4	0	-1	-3	-0.7	0	1	0
Cc1ccc(NC(=O)c2cc(-c3ccccc3O)n[nH]2)cc1C	1	-3	-2	-7	-11	-2	-1.0	1	1	3
COC(=O)C1=CN(Cc2ccccc2)C=C(C(=O)OC)C1c1cc(F)ccc1F	-15	3	-28	-3	3	-10	-0.8	3	0	2
O=C(CCC(=O)NC1CCCCC1)Nc1cccnc1	-1	-4	-1	-1	3	3	-2.8	0	1	-2
Cc1ccc(-c2csc3ncnc(N4CCN(Cc5ccccc5)CC4)c23)cc1	0	-3	5	2	11	-5	-2.2	0	0	1
C#CCOCCOCCOCCNc1nc(N2CCOCC2)nc(N2CCN(C(=O)[C@H](CCCN=C(N)N)n3cc(C(N)[C@@H](C)CC)nn3)CC2)n1 (some centres not stated)	5	0	3	0	0	5	-0.4	11	8	1
CC(=O)c1sc(NC(=O)c2ccc(F)c(S(=O)(=O)N3CCOCC3)c2)nc1C	-5	-1	-3	-1	4	-3	1.1	3	10	9
CC(=O)Nc1ccc(NC(=O)Nc2cccc(C)c2C)cc1	8	-2	0	-2	-4	-7	0.7	0	-1	-2
O=C(NCCOc1ccccc1)C1CCC(=O)N(CCc2ccc(Cl)cc2)C1 (configuration not stated)	-4	-2	4	1	0	-2	-1.3	-7	-1	-3
Cc1cccc(N2CC(O)(c3cccs3)[N+]3=C2CCCCC3)c1 (configuration not stated)	3	-2	1	-1	-2	6	-1.4	5	3	2
CCCCN=C1NN=C(c2ccc(C)c(C)c2)CS1	13	3	.	4	-3	-2	0.0	8	-3	-1
CCCCN(C)C(=O)c1nc2ccccn2c1CN1CCSCC1	2	-4	-2	-1	3	-4	-1.8	4	8	2
O=C(CCc1ccccc1)N1CCN(c2ccc([N+](=O)[O-])cc2)CC1	5	1	1	-1	0	3	0.0	-4	-1	-4
Cc1ccc(NC(=O)COC(=O)Cn2c(C)csc2=O)cc1	2	-1	2	2	-8	1	0.7	-2	-1	-3
COC(=O)N/N=C/c1ccc(OC(=O)c2ccco2)c(OC)c1	-6	2	.	-1	1	3	-1.2	1	5	0
CCc1ccc(-c2cc(C(=O)N3N=C(C(F)F)CC3(O)C(F)F)c3ccccc3n2)cc1 (configuration not stated)	-54	-2	-37	3	3	1	-2.2	11	-1	1
COC(=O)C1=C(NC(=O)C(C)(C)C)CCS1	9	2	4	-1	8	-1	-2.4	-2	2	1
COc1ccc(Br)cc1-c1nc(CCl)cs1	-8	0	-5	-3	6	0	10*	4	-4	1
Cn1c(SCCOc2cccc(Cl)c2)nnc1-c1ccncc1	2	-1	3	-4	-2	2	-2.6	-7	-3	2
O=C(c1cccc(S(=O)(=O)N2CCCC2)c1)N1CCN(S(=O)(=O)c2cccc(Cl)c2)CC1	3	-1	4	-1	0	2	1.0	2	0	2
Cc1noc(C)c1CSc1nc2[nH]ncc2c(=O)n1-c1ccccc1	-3	2	2	-7	2	3	-0.7	0	7	6
O=C(CCNC(=O)c1ccccc1Cl)Nc1ccc(Br)c(C(F)(F)F)c1	4	-2	-3	2	0	8	-2.1	0	0	-2
CN(CC(=O)NC(=O)NC1CCCCC1)CC(=O)Nc1ccc(Cl)cc1	3	5	-6	-2	-5	-2	-1.1	-1	0	3
CCOc1ccc(S(=O)(=O)N2CCN(C(=O)c3cc([N+](=O)[O-])ccc3N3CCOCC3)CC2)cc1	5	-4	1	9	-7	1	-2.1	-1	-2	-8
Cc1nc(N2CCCCC2)c2c(C)c(C(=O)Nc3ccc4c(c3)OCCO4)sc2n1	-18	-1	-57	2	10	8	0.1	4	-1	-5
COc1ccc(-n2c(SCC(=O)N3CCCCC3C)nnc2-c2cccnc2)cc1 (configuration not stated)	-1	3	10	-1	-2	-1	-1.5	-8	3	2
Cc1cc(C)cc(NC(=O)c2cnn(-c3ccccc3)c2C2CCNCC2)c1	3	2	-8	-3	2	0	-2.7	3	0	-1
COC(=O)C1C(=O)C2=C(CC1C)Nc1ccccc1NC2c1cccs1 (configuration not stated)	8	-3	0	0	-2	7	-2.2	-2	-2	-4
O=C(CS(=O)(=O)Cc1ccccc1)Nc1cccnc1	8	-2	-3	1	-2	-2	0.6	1	-1	1
Nc1nc2cc3c(cc2cc1C(=O)NCCc1c[nH]c2ccccc12)OCO3	8	3	.	-4	6	-5	0.0	10	-2	3
Cc1cc(=O)n2nc(N3CCC(C(=O)NCc4ccco4)CC3)sc2n1	5	-4	-2	4	0	1	1.1	1	-4	0
COc1cc(C(=O)N2CCCN(C)CC2)cc(OC)c1C	3	-2	1	-2	0	6	-0.4	-1	2	0
N#CCc1nc(-c2cc3ccccc3oc2=O)cs1	-2	-2	-5	4	0	1	-2.6	10	-3	-8
CN(Cc1ccccc1)S(=O)(=O)c1ccccc1Br	1	-2	-4	3	2	4	-0.3	1	0	0
CCOc1ccc(-c2nc3c(s2)CCc2onc(-c4ccc(OC)cc4)c2-3)cc1	2	0	0	1	0	3	-0.9	2	-3	-3
CN(Cc1ccccc1)C(=O)[C@@H]1CCCN1C(=O)[C@@H]1CCCN1C(=O)OC(C)(C)C	3	-2	.	0	3	-1	0.4	0	14	1
CC(C)(C)C(=O)/C=C/c1ccc(Oc2ccccc2)cc1	-3	-5	-1	3	-4	-2	-2.0	4	2	3
COc1ccc(/C=N/Nc2ccccc2)cc1Cn1nc(C)c([N+](=O)[O-])c1C	0	3	-2	-3	-1	6	-1.3	12	-1	-1
COc1ccccc1C(=O)C1CCCN(C(=O)c2ccccc2C(C)=O)C1 (configuration not stated)	5	2	6	-4	1	-3	-0.6	-3	-1	-4
COc1cccc(CN(C)C(=O)c2cc(COc3ccc4ncccc4c3)on2)c1	-5	-4	-8	2	-3	4	0.4	-8	0	2
CN(C)S(=O)(=O)c1ccc(C(=O)Nc2ccn(C)n2)cc1	0	3	-2	1	-1	4	-0.3	-2	1	-2

Additional records follow.
Structure	ABHD4 inh	PRMT1 FP inh	HTRA1 inhibitor	LEDGF integ inh	Rev-erbA mod	TCR CD3 inh	PG9 Ab binder	rCAG RNA binder	UHRF1 binding	MBD2 inh
CN1C(=O)C(O)(CC(=O)c2cccc(-n3cccc3)c2)c2ccccc21 (configuration not stated)	-1	3	-13	6	-8	2	0.2	13	-6	-6
Cc1cccc(OC(C)c2ccnc3nc(/N=C/N(C)C)nn23)c1 (configuration not stated)	8	-2	0	0	-4	0	-1.2	-8	5	4
C[C@H](O)[C@@H]1C(=O)N2CCc3c([nH]c4c(-c5ccc6c(c5)OCO6)cccc34)[C@@H]2C[C@@H]1N(C)C(=O)c1ccco1	5	-2	.	-1	5	-1	-1.4	5	1	-2
O=C(CSc1nnc(CNC(=O)c2ccccc2)o1)NCc1ccc(F)cc1	-2	0	3	1	-3	4	-2.3	-3	-1	3
CC(=O)[C@@H]1[C@@H](C(=O)c2ccc(F)cc2)[C@]2(C(=O)Nc3ccccc32)[C@H]2C=Cc3cc(F)ccc3N12	-4	6	-8	3	5	1	-0.5	8	-5	-7
COc1ccc(NC(=O)C/C(C)=N/NC(=O)c2ccccn2)c(OC)c1	4	-4	8	2	3	-1	-0.4	-1	-1	2
CC(=O)N1CCc2ccc(NC(=O)c3c(-c4c(Cl)cccc4Cl)noc3C)cc21	-4	1	-3	-6	-6	-1	-2.1	-4	2	0
CCC(=O)c1ccc(OCC(=O)Nc2cc(S(=O)(=O)N3CCCCC3)ccc2N2CCN(CC)CC2)cc1	4	0	-6	-4	8	2	-0.3	-4	4	-2
CCN(CC(=O)Nc1ccc(OC)cc1)C(=O)C1CC(=O)N(Cc2ccccc2)C1 (configuration not stated)	-3	-1	1	2	-3	-2	1.0	2	2	-1
Cc1ccc(CN2CCN(Cc3ccc(OCCO)cc3)CC2CCO)o1 (configuration not stated)	2	-2	12	2	-2	-2	-1.3	-2	-1	3
CC(c1ccccc1)N1CCN(C(=O)CCl)CC1 (configuration not stated)	2	0	-6	1	4	-4	-0.1	0	-1	2
CCOC(=O)C1CCN(c2c(NCCN3CCN(c4ccccc4)CC3)c(=O)c2=O)CC1	4	3	3	0	1	1	-2.8	-1	2	9
